# Source: PubChem (several laboratories)
# Myeloid diff MLP: promotes myeloid progenitor differentiation | ER-HoxA9 myeloid progenitors, lysozyme-GFP differentiation, flow cytometry | calls only at 10 µM | 1% of 360,000 active | AID 624256;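 active = normalized GFP-positive differentiation at or above the plate's own cutoff, the solvent-only control mean plus 3 SD; inconclusive = no clear call, values can overlap the other calls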;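 also: cells exposed to compound for four days before flow analysis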
# NOD1 NF-kB reporter: NOD1 signaling inhibitors, primary screen, cell-based, luminescence, uHTS (AID 1578); 1% of 290,000 active; NOD1-driven NF-kB luciferase reporter cells, luminescence; higher % means a stronger effect; one-dose inhibition, % at 4 µM; EC50 in µM for titrated hits; in the data active = inhibition mostly above about 36%, no sharp cut-off; inactive = mostly below about 34%;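 also: HEK-293T reporter cells stimulated with the NOD1 agonist gamma-tri-DAP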
# KOR beta-arrestin-1: KOR antagonists, beta-arrestin recruitment, cell-based, luminescence, uHTS (AID 1778); 0.091% of 290,000 active; KOR beta-arrestin recruitment, luminescence, antagonist mode; higher % means a stronger effect; inhibition, % at 10 µM, or IC50 in µM where a hit was titrated; also: strong numbers were not always called active
# NTR1 agonist: agonists of NTR1, primary screen, imaging, U2OS cells, beta-arrestin-GFP, high content (AID 493036) | P30989 | NTR1-U2OS beta-arrestin-GFP spot imaging, agonist mode | activation, % at 20 µM | 0.17% of 330,000 active;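 active = activation at or above 40% of the spot to cytoplasm intensity ratio, with at least 20 cells analyzed; inconclusive = wells under 20 cells, flagged as cytotoxic or low count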;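 also: 0% = DMSO without peptide and 100% = 100 nM NTR1 peptide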
# Target sequence (P30989 whole entry, looked up): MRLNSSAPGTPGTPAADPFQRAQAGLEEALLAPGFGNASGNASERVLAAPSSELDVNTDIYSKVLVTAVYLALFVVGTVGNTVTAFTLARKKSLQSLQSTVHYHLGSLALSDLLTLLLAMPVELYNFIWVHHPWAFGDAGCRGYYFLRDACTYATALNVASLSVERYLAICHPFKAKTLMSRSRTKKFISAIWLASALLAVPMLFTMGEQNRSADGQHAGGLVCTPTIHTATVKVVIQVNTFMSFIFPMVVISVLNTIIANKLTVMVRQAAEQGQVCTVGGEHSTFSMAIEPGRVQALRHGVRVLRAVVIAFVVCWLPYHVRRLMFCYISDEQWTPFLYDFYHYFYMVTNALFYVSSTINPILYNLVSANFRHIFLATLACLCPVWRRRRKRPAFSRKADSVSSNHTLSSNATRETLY
# GPR55 activation: selective activators of receptor GPR55 – imaging, U2OS cells, beta-arrestin-GFP redistribution, primary screen (AID 1961). U2OS GPR55 beta-arrestin-GFP redistribution imaging; higher % means a stronger effect. activation, % at 10 µM; hits with a dose series show EC50 in µM. 0.048% of 290,000 active;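 active = activation above 40% with more than 50 cells counted in the well; inconclusive = wells holding fewer than 50 cells, flagged as toxic or sparse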;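 also: U2OS osteosarcoma cells stably expressing GPR55 and beta-arrestin-GFP; plate controls were DMSO negative control for no effect and LPI positive control for full effect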
# T cell modulator: T cell immune modulation candidate; 2C CD8+ T cell-vesicle binding, flow cytometry; active compounds read low; 0.068% of 330,000 active; calls only at 7 µM;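 active = response, share of CD8 T cells binding vesicles, and their 90th percentile fluorescence all below set limits, cut at about 80% in these data, passing the limit was not always enough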
#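 Assay system – 2C mouse CD8+ T cells · Also added – QL9-loaded Drosophila micro-vesicles · Timing – Cell–vesicle co-incubation 1.5 h at 37 °C, staining 20 min on ice · Signal – flow cytometry of vesicle-bound cells · Measure – percent CD8+ FL2 mean versus row control · Controls – Peptide-free naked vesicles (low) and QL9 vesicles with 0.7% DMSO vehicle (high)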
# NOD2 inhibition: NOD2 signaling inhibitors, cell-based, luminescence, uHTS, HEK293 (AID 1566); 0.63% of 290,000 active; HEK293 NOD2/NF-kB luciferase reporter, luminescence; higher % means a stronger effect; inhibition, % at 4 µM, or EC50 in µM where a hit was titrated; also: many of its hits are not listed in these tables
# GPR55 LPI antagonism: GPR55 antagonists blocking LPI-driven arrestin recruitment, primary screen, imaging, U2OS, beta-arrestin-GFP, LPI agonist (AID 2013). U2OS GPR55 beta-arrestin-GFP translocation imaging, LPI antagonism; higher % means a stronger effect. inhibition, % at 10 µM, or IC50 in µM where a hit was titrated. 0.13% of 290,000 active;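 active = spots per cell inhibited over 60%, with over 100 cells counted and total cytoplasm intensity under 500,000; inconclusive = wells with under 100 cells, flagged as likely toxic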;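 also: U2OS cells stably carrying GPR55 and arrestin-GFP stimulated by 5 µM LPI near EC80; imaged beta-arrestin-GFP aggregate spots per cell after agonist stimulation; plate controls were LPI-stimulated DMSO wells for no effect and DMSO wells without LPI for full effect; some results filed as inactive read as strong as hits; confirmed hits need IC50 under 10 µM and bright autofluorescent wells are also inconclusive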
# KOR beta-arrestin-2: kappa opioid receptor activators – cell-based, luminescence, uHTS, primary screen (AID 1777). activation, % at 10 µM; hits with a dose series show EC50 in µM. KOR beta-arrestin recruitment, luminescence; higher % means a stronger effect. 0.02% of 280,000 active; in the data active = activation above about 50%, passing the limit was not always enough; also: a part of the inactive calls stands beside numbers as strong as those of hits
# T cell modulator vesicle-bound %: further read-out of T cell modulator, marked with its call; double positive events, %; measured here: CD8+ vesicle-bound cell fraction;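 binding gate set so that unloaded-vesicle control wells show 10% double positive cells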
# NTR1 agonist cell count 20 µM: second read-out of NTR1 agonist, no call of its own (marks repeat the call); cell count; measured here: cell count, cytotoxicity flag
# Myeloid diff MLP GFP+ MAC1+ %: second read-out of Myeloid diff MLP, no call of its own (marks repeat the call); GFP+ MAC1+ double positive, %; measured here: differentiation confirmed by MAC1 staining
# The depositor's hits bear a star; i = inactive; ? = inconclusive; / = not tested or not shown; [ ] = dose if it differs, or a comment. Rule as the data show it, unless noted: active = inhibition above about 50%; inactive = the rest.
SMILES,Myeloid diff MLP,Myeloid diff MLP GFP+ MAC1+ %,NOD1 NF-kB reporter,KOR beta-arrestin-1,NTR1 agonist,NTR1 agonist cell count 20 µM,GPR55 activation,T cell modulator,T cell modulator vesicle-bound %,NOD2 inhibition,GPR55 LPI antagonism,KOR beta-arrestin-2
CC(=O)N/C(=C\c1ccccc1)C(=O)OCC(=O)N(C)C1CCCCC1,i,1.1,-36%,13%,2.1,73,-0.2%,i,53,0%,5%,-3.1%
Cc1ccc(S(=O)(=O)N2CCN(C(=O)CSc3ncc(C(F)(F)F)cc3Cl)CC2)cc1,i,0.6,-4%,-17%,12,45,0.0%,i,6,14%,8%,-0.1%
COCCCNC(=O)c1ccc([N+](=O)[O-])c(Cl)c1,i,0.8,-7%,25%,-0.1,53,0.1%,i,45,6%,3%,-3.5%
O=C(c1ccc(Cl)cc1)C1CCN(C(=O)N2CCOCC2)CC1,i,5.1,4%,12%,1.0,80,0.6%,i,12,7%,4%,2.1%
COc1ccc(OCCOCCN2CCOCC2)cc1,i,0.6,-4%,10%,-0.3,65,0.0%,i,12,9%,2%,-1.0%
O=C(NCc1ccco1)C(c1ccncc1)N(C(=O)Cn1nnc2ccccc21)c1ccccc1F (configuration not stated),i,0.9,30%,38%,-0.4,43,0.5%,i,35,4%,-13%,-1.5%
O=C(O)CCCC(=O)Nc1ccn(-c2ccccc2)n1,i,1.7,1%,-2%,2.1,72,-0.2%,i,39,4%,-8%,2.8%
CCC(=O)Nc1ccc(C(=O)N2CCN(C(=O)c3ccco3)CC2)cc1,i,0.3,-23%,10%[20 µM],-0.2,85,0.5%,i,47,0%,-4%,-6.4%
O=C(NCCN1C(=O)S/C(=C\c2ccc(Cl)cc2)C1=O)c1ccc(F)c(S(=O)(=O)N2CCOCC2)c1,i,1.7,-1%,8%,22,54,-0.1%,i,49,1%,-1%,3.4%
CN(C)c1ccc(/C=N/NC(=O)C(O)c2ccc(Br)cc2)cc1 (configuration not stated),i,0.6,-42%,-1%[20 µM],5.2,25,0.0%,i,44,-28%,-3%,-3.2%
FC(F)Sc1ccc(NC2=NCCCCC2)cc1,i,0.4,-7%,-15%,-0.7,105,0.0%,i,61,-20%,2%,-2.5%
CC(C(=O)Nc1ccc2c(c1)OCCO2)N(C)Cc1c(F)cccc1Cl (configuration not stated),i,0.5,-16%,-23%,-0.1,27,0.1%,i,25,2%,5%,0.2%
CCC(C)(C)C1CCc2c(sc(NC(=O)c3cccs3)c2C(N)=O)C1 (configuration not stated),i,0.7,6%,-33%,1.3,63,0.2%,i,23,40%,4%,3.5%
N=c1ccn(Cc2c(Cl)cccc2Cl)cc1,i,5.6,-7%,12%,-0.5,44,-0.2%,i,30,6%,6%,-0.7%
Cc1noc(NS(=O)(=O)c2ccc(NC(=O)C(Cl)(Cl)Cl)cc2)c1C,i,2.1,-20%,13%,-0.1,59,0.3%,i,2,-10%,9%,1.0%
CC(C)CCNC(=O)C(=O)NCc1ccccc1,i,0.2,7%,19%,-0.5,53,0.3%,i,20,-25%,3%,-1.7%
Cc1ccc(Nc2nc(N)c([N+](=O)[O-])c(NCc3ccccc3)n2)cc1,i,0.5,1%,15%,16,45,-0.1%,i,18,9%,7%,0.8%
NC(=S)Cc1ccccc1Cl,i,1.0,-12%,-11%,0.5,35,-0.1%,i,59,-28%,-1%,-1.6%
COc1cccc(-n2c(SCC(=O)Nc3nccs3)nnc2-c2ccoc2C)c1,i,0.5,-23%,21%,2.4,87,0.1%,i,18,22%,32%,-4.9%
Cc1nnc(N(C(=O)c2cnccn2)c2ccccc2)s1,i,0.0,15%,19%,-0.4,73,0.6%,i,41,14%,-13%,6.9%
Cc1cc(=O)n2nc(N3CCCC(C(=O)N4CCN(C)CC4)C3)sc2n1 (configuration not stated),i,0.3,-34%,-36%,0.2,49,-0.2%,i,18,-7%,3%,-1.6%
O=C(COC(=O)C1C2CC3OC(=O)C1C3C2)Nc1ccc(F)cc1 (configuration not stated),i,0.0,-10%,-24%,0.1,45,0.4%,i,29,14%,0%,2.2%
COCCn1c(N2CCN(c3ccc(OC)cc3)CC2)nc2c1c(=O)[nH]c(=O)n2C,i,1.9,-9%,5%,-1.1,64,-0.2%,i,49,-1%,-6%,10%
Cn1c(Cn2c(=O)sc3ccccc32)nnc1SCC(=O)N1CCCCCC1,i,1.2,-26%,18%,1.9,70,-0.1%,i,31,13%,15%,0.4%
OC1(c2ccc3c(c2)OCO3)CCN(Cc2ccc(F)cc2)CC1,i,0.5,-5%,30%,-0.7,51,-1.1%,i,60,3%,11%,0.3%

# Part of the list above, as tab-separated lines:
Molecule	Myeloid diff MLP	Myeloid diff MLP GFP+ MAC1+ %	NOD1 NF-kB reporter	KOR beta-arrestin-1	NTR1 agonist	NTR1 agonist cell count 20 µM	GPR55 activation	T cell modulator	T cell modulator vesicle-bound %	NOD2 inhibition	GPR55 LPI antagonism	KOR beta-arrestin-2
COc1ccc(OCCOCCN2CCOCC2)cc1	i	0.6	-4%	10%	-0.3	65	0.0%	i	12	9%	2%	-1.0%
CN(C)c1ccc(/C=N/NC(=O)C(O)c2ccc(Br)cc2)cc1 (configuration not stated)	i	0.6	-42%	-1%[20 µM]	5.2	25	0.0%	i	44	-28%	-3%	-3.2%

# The listing picks up with the 3 entries that preceded the break.
SMILES,Myeloid diff MLP,Myeloid diff MLP GFP+ MAC1+ %,NOD1 NF-kB reporter,KOR beta-arrestin-1,NTR1 agonist,NTR1 agonist cell count 20 µM,GPR55 activation,T cell modulator,T cell modulator vesicle-bound %,NOD2 inhibition,GPR55 LPI antagonism,KOR beta-arrestin-2
COCCn1c(N2CCN(c3ccc(OC)cc3)CC2)nc2c1c(=O)[nH]c(=O)n2C,i,1.9,-9%,5%,-1.1,64,-0.2%,i,49,-1%,-6%,10%
Cn1c(Cn2c(=O)sc3ccccc32)nnc1SCC(=O)N1CCCCCC1,i,1.2,-26%,18%,1.9,70,-0.1%,i,31,13%,15%,0.4%
OC1(c2ccc3c(c2)OCO3)CCN(Cc2ccc(F)cc2)CC1,i,0.5,-5%,30%,-0.7,51,-1.1%,i,60,3%,11%,0.3%
Cc1ccc(Cn2c(SCC(C)C)nc3c2c(=O)[nH]c(=O)n3C)cc1,i,1.5,-27%,14%,3.4,44,0.4%,i,8,-7%,23%,-1.1%
O=C(NCc1ccccc1F)C1CCCN1S(=O)(=O)c1ccc(F)cc1 (configuration not stated),i,0.1,59%,-30%,1.4,69,-0.1%,i,48,7%,-21%,1.3%
CC1(C)CC(NC(=O)Cc2ccccc2[N+](=O)[O-])CC(C)(C)N1,i,0.6,-16%,12%,1.7,26,0.1%,i,43,-7%,-5%,0.7%
CC(=O)CCn1cc([N+](=O)[O-])nc1C,i,0.8,7%,33%,0.1,56,0.0%,i,30,-19%,8%,5.1%
CC(C)NC(=S)N1CCN(c2ncccn2)CC1,i,0.2,-32%,-34%,-0.5,48,-0.1%,i,6,-1%,-5%,2.5%
Cc1ccc(CSc2nccc(-c3c(C)nc4ccccn34)n2)cc1,i,1.5,27%,3%,1.3,46,0.2%,i,28,42%,-8%,6.0%
CCc1nnc(NC(=O)CCS(=O)(=O)c2ccccc2)s1,?,/,-14%,-12%,0.4,54,-0.2%,i,32,11%,2%,-0.6%
Clc1ccccc1-c1nn2c(-c3ccccn3)nnc2s1,i,1.9,-43%,-29%,0.3,66,-0.2%,i,30,11%,10%,1.6%
O=C(Nc1ccccc1-c1nnn(CC(=O)N2CCCc3ccccc32)n1)c1ccco1,i,2.1,-31%,14%,5.0,34,-0.3%,i,25,-1%,-11%,-2.2%
CCc1ccc(C2C3=C(CCCC3=O)OC3=C2C(=O)CCC3)cc1,i,0.1,-17%,21%,0.3,78,0.0%,i,23,16%,9%,4.8%
Cn1c(=O)c2c(nc(Oc3ccc4c(c3)OCO4)n2Cc2ccc(Br)cc2)n(C)c1=O,/,/,-8%,-4%,19,59,0.4%,i,12,18%,9%,9.8%
O=c1[nH]c(CN2CCN(S(=O)(=O)/C=C/c3ccccc3)CC2)nc2cc(Cl)ccc12,i,0.1,10%,-6%,2.4,80,-0.1%,i,20,-26%,9%,3.0%
CCCCC(C(=O)NC(=O)NCc1ccccc1)N1C(=O)c2ccccc2C1=O (configuration not stated),i,0.6,-15%,12%,2.2,95,-0.1%,i,38,-4%,6%,-1.5%
CCc1sc(NC(=O)CN2CCOCC2)nc1-c1ccccc1,i,4.9,-31%,16%,0.8,47,-0.1%,i,29,-31%,-6%,19%
CN1C(=O)/C(=C/c2ccc(OCc3ccccc3F)cc2)N(C)C1=S,i,0.6,6%,-36%[20 µM],5.5,64,0.2%,i,53,6%,10%,0.6%
CC1CCN(S(=O)(=O)c2cn(CC(=O)N3CCN(c4cccc(C(F)(F)F)c4)CC3)cn2)CC1,i,5.2,-6%,-13%,2.2,68,-0.1%,i,1,17%,13%,-1.3%
CN(C)C(CNC(=S)Nc1ccccc1)c1cccnc1 (configuration not stated),i,0.3,-9%,38%,-1.1,62,0.2%,i,40,16%,14%,0.6%
O=C(CNC(=O)c1ccco1)Nc1ccc(S(=O)(=O)N2CCCC2)cc1,i,0.5,-10%,-17%,1.2,89,-0.2%,i,26,2%,7%,-3.9%
Nc1cc(Cl)ccc1N1CCCCCC1,i,0.0,-26%,9%,-1.5,63,0.7%,i,26,6%,6%,-4.8%
O=C1Nc2c(Br)cc(Br)cc2C1(O)N1CCOCC1 (configuration not stated),i,1.9,-18%,-64%,4.4,76,-0.1%,i,14,-7%,-20%,6.6%
O=[N+]([O-])c1c(Nc2ccccc2)ccc2nonc12,i,0.4,-4%,12%,1.8,83,0.1%,i,16,19%,-2%,-5.0%
C=CCc1cc(C=O)cc(OC)c1OCc1c(Cl)cccc1Cl,i,6.6,18%,-6%,28,83,0.3%,i,33,-2%,4%,-5.1%
Cc1ccc(OCc2nnc(SCc3cc(=O)[nH]c4ccccc34)o2)cc1,i,1.5,3%,-5%,10,53,-0.2%,i,14,-14%,4%,11%

# This is a subset; count on the stated rates, not on these rows.
